# Screening data (PubChem)
# AmpC det inh: blocks E. coli AmpC beta-lactamase in presence of detergent; purified AmpC, nitrocefin hydrolysis with detergent; Potency, µM (top dose mostly 28.7 µM), for the others: top-dose activity change, negative = inhibition; hit rate 0.09% among 71,000; P00811; AID 584; active = well fitted curve in the direction sought with a large enough effect
# Target sequence (P00811 whole entry, looked up): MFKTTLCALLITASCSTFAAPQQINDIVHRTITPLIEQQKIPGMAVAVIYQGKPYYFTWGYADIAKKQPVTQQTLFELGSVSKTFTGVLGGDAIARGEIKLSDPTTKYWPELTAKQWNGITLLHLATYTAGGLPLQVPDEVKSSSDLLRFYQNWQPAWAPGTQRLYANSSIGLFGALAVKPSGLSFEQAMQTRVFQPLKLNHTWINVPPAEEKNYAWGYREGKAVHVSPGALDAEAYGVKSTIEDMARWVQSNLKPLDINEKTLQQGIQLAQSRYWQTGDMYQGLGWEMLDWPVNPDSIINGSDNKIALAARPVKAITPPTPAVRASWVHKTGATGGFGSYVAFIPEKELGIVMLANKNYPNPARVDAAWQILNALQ
#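 E. coli AmpC (5.3 nM) in 20 mM phosphate pH 7.0 with 0.01% Triton X-100, preincubated 15 min RT with compound; nitrocefin (2 uL of 800 uM stock) hydrolysis followed by 480 nm absorbance every 20 s over 4 min.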
# The depositor's hits bear a star; & = joins results of further samples; [ ] = dose if it differs, or a comment. % is scaled to controls: 0 for no effect and ±100 for the full control effect; potency is read from the fitted curve at half-maximal effect. This is a subset (hit frequency here may not be typical).
# Start of the data: the first 7 entries as a preview:
SMILES,AmpC det inh
CC(c1nnc(SCC(=O)Nc2sccc2C#N)n1-c1ccc(Cl)cc1)N(C)C (centres undefined),-4%
Cc1cc(N)n2ncc(-c3ccccc3)c2n1,22%
COc1ccc(CCn2c(N3CCN(Cc4ccccc4)CC3)nc3c2c(=O)[nH]c(=O)n3C)cc1,-2%
O=C(c1cc2ccccc2oc1=O)N1CCCN(C(=O)c2cc3ccccc3oc2=O)CC1,2%
COc1ccc(-c2nc(C#N)c(NCCc3ccccc3)o2)cc1,-3%
COc1ccc(OC)c(C(c2nnnn2CC2CCCO2)N2CCN(C)CC2)c1 (centres undefined),6%
O=c1ccn(Cc2ccccc2Cl)cc1,-4%

# Results, previewed entries included:
SMILES,AmpC det inh
CC(c1nnc(SCC(=O)Nc2sccc2C#N)n1-c1ccc(Cl)cc1)N(C)C (centres undefined),-4%
Cc1cc(N)n2ncc(-c3ccccc3)c2n1,22%
COc1ccc(CCn2c(N3CCN(Cc4ccccc4)CC3)nc3c2c(=O)[nH]c(=O)n3C)cc1,-2%
O=C(c1cc2ccccc2oc1=O)N1CCCN(C(=O)c2cc3ccccc3oc2=O)CC1,2%
COc1ccc(-c2nc(C#N)c(NCCc3ccccc3)o2)cc1,-3%
COc1ccc(OC)c(C(c2nnnn2CC2CCCO2)N2CCN(C)CC2)c1 (centres undefined),6%
O=c1ccn(Cc2ccccc2Cl)cc1,-4%
O=C(c1ccc(N2CCCC2=O)cc1)N1CCOCC1,-4%
COc1ccc(Cl)cc1NC(=O)N1CCN(C2CCCCC2)CC1,-5%
Cc1cc(C(=O)COC(=O)CN(C)S(=O)(=O)c2ccc(Cl)cc2)c(C)n1Cc1cccs1,0%
CCc1nc2oc(C(=O)c3ccccc3)c(N)c2c2c1COC(C)(C)C2,12%
Cc1nc2ccccc2c(=O)n1NCc1cccs1,-9%
COc1ccc(Br)cc1C1CC(=O)N2CN(C)CSC2=C1C#N (centres undefined),13%
CCOC(=O)Nc1nc(C)c(C(=O)N(C)C)s1,1%
CCn1c(=O)c2c(nc3n2CCCN3CCc2ccccc2)n(C)c1=O,11%
COc1ccc(C(=O)NCC(=O)Nc2ccccc2)cc1OC,-5%
COc1cccc(Nc2ncc3nc(-c4cccs4)c(=O)n(CCC#N)c3n2)c1,0%
Cc1occc1-c1nnc(SCC(=O)N2CC(=O)Nc3ccccc32)n1CC(C)C,-6%
COc1cc(NC(=O)CN2C(=O)c3ccccc3S2(=O)=O)c(OC)cc1Cl,0%
COC(=O)[C@@]1(Cc2ccccc2)[C@H]2c3cc(C(=O)N(C)C)n(Cc4nc5ccccc5[nH]4)c3C[C@H]2CN1C(=O)c1ccccc1,-3%
COc1ccccc1NC(=O)C1C2C=CC3(CN(Cc4cccnc4)C(=O)C13)O2 (centres undefined),4%
Cc1sc2nc(CN3CCOCC3)nc(N3CCC(C(N)=O)CC3)c2c1C,-2%
COc1ccc2c(c1OC)C(=O)NC(C)=C(C(=O)OC(C)(C)C)C2O (centres undefined),-5%
C[N+](C)(C)CC[N+]1(C)Cc2c(Cl)c(Cl)c(Cl)c(Cl)c2C1,-2%
CCN1C(=O)c2c(C)nc3ccccc3c2C1=O,-3%
CCOC(=O)C(C)On1c(SC(C)C(=O)OCC)nc2ccccc2c1=O (centres undefined),-5%
COc1cccc(OC)c1C(=O)Nc1ccccc1N1CCCC1,-1%
O=C1c2ccccc2S(=O)(=O)N1CC(O)Cn1ccc2ccccc21 (centres undefined),-5%
Cc1ccc2[nH]c(=O)c(-c3noc(-c4ccncc4)n3)cc2c1,12%
N#Cc1nc(-c2ccc(OCc3ccc(Cl)cc3)cc2)oc1N1CCC(C(N)=O)CC1,-5%
Cn1c(Cc2ccccc2)nnc1SCC(=O)NC1CCCCC1,-1%
C[C@@]12CC[C@H]3[C@H](CCC4=CC(=O)CC[C@H]43)[C@H]1CC[C@H]2OC1(O)C(=O)c2ccccc2C1=O,-7%[5.75 µM]
Cc1cccc(C)c1NC(=O)Cn1c(=O)n(CCCC(=O)NCc2ccco2)c(=O)c2sccc21,9%
CCSC1=C(C#N)C(c2ccc(OC)c(OC)c2)CC(=O)N1 (centres undefined),3%
Cc1ccc(NC(=O)COc2ccc3oc4c(c3c2)CCCC4)nc1,-6%
O=S1(=O)OC(c2ccc(O)cc2)(c2ccc(O)cc2)c2ccccc21,-2%[5.75 µM]
O=c1c2[nH]c3ccccc3c2ncn1Cc1cccnc1,-5%
O=C(Nc1cccc(F)c1)N1CC[C@@]2(CCCN(C(=O)c3ccncc3)C2)C1,1%
CCn1c(SCC(=O)NCc2ccc3c(c2)OCO3)nnc1-c1cccs1,-1%
Cn1c(=O)[nH]c(=O)c2c1nc(Br)n2CCSc1nc2ccccc2o1,2%
Cc1c(C(=O)NCc2ccc3c(c2)OCO3)oc2ccccc12,6%
CCCN(CCC)C(=O)Cn1ccc(=N)c2ccccc21,-3%
COc1cc(C(=O)Nc2cc(Cl)ccc2C)c(-n2cnnn2)cc1OC,2%
COc1ccc(C2C=C(c3ccc(C)c(C)c3)Nc3ncnn32)c(OC)c1OC (centres undefined),-3%
CN1CCC(N2CC3CC(C2)c2cccc(=O)n2C3)CC1 (centres undefined),-4%

# Arranged by heavy-atom count (low to high): part of the list above
SMILES,AmpC det inh
O=S1(=O)OC(c2ccc(O)cc2)(c2ccc(O)cc2)c2ccccc21,-2%[5.75 µM]
CCc1nc2oc(C(=O)c3ccccc3)c(N)c2c2c1COC(C)(C)C2,12%
COc1ccccc1NC(=O)C1C2C=CC3(CN(Cc4cccnc4)C(=O)C13)O2 (centres undefined),4%

# Next part
SMILES,AmpC det inh
Cn1cc(-c2nc3cnc(Oc4ccccc4)nc3n(CCC#N)c2=O)c2ccccc21,0%
CC1CCCN(c2nc3c(c(=O)[nH]c(=O)n3C)n2CCSc2ncccn2)C1 (centres undefined),-2%
Clc1ccc(CSc2ncnc3c2ncn3[C@@H]2CCCCO2)cc1,-6%[5.75 µM]
COc1ccc(-c2cnnn2-c2ccc(NC(=O)c3ccco3)cc2)cc1OC,-1%
Cc1[nH]c2ccccc2c1-c1cc(-c2cc(-c3c(C)[nH]c4ccccc34)nc(N)n2)nc(N)n1,-2%[5.75 µM]
CCOc1ccc(-c2nc(C#N)c(N3CCCCCC3)o2)cc1,16%
CCOCC(=O)Nc1nnc(COc2ccc(Cl)cc2)s1,12%
COC(=O)c1ccc(C(NC(=O)OCc2ccccc2)/C(=C/[C@@H](C)C(=O)NCc2cc(C)on2)c2cccnc2)cc1 (some centres undefined),12%
COc1ccccc1-c1nc(N(C)Cc2ccco2)c2ccccc2n1,8%
CN1CCN(c2ncncc2-c2cccnc2)CC1,-2%
Cc1ccc2c(c1)c(C)cc(=O)n2CCC(=O)O,11%
Cc1ccccc1[C@@H](OCCN(C)C)c1ccccc1,0%[12.8 µM]
CC[C@@H]1[C@@H]2C[C@H]3[C@H]4N(C)c5ccccc5[C@@]45C[C@@H]([C@@H]2[C@@H]5O)N3[C@H]1O,1%[12.8 µM]
CCOC(=O)c1ccc(N=c2sc(C(=O)OC)cc(=O)n2CCCN2CCOCC2)cc1,13%
CCCC[S@@](=N)(=O)CC[C@@H](N)C(=O)O,0%&-2%

# Taken from above:
# AmpC det inh result of Cc1[nH]c2ccccc2c1-c1cc(-c2cc(-c3c(C)[nH]c4ccccc34)nc(N)n2)nc(N)n1 stands at -2%[5.75 µM]
# AmpC det inh result of Cn1cc(-c2nc3cnc(Oc4ccccc4)nc3n(CCC#N)c2=O)c2ccccc21 stands at 0%
# AmpC det inh result of Cc1ccccc1[C@@H](OCCN(C)C)c1ccccc1 stands at 0%[12.8 µM]

# The list goes on:
SMILES,AmpC det inh
Nc1nc(NC(=O)CCCC(=O)O)nn1-c1ccccc1,3%
COc1cc(C(=O)O)c([N+](=O)[O-])c(OC)c1OC,-1%[5.75 µM]
COc1ccc(CCNC(=O)Cn2cnc3c(nnn3Cc3ccc(C)cc3)c2=O)cc1OC,-5%
COc1cccc(N2C(=O)c3ccncc3C2=O)c1,-4%
COc1ccc(CNS(=O)(=O)c2ccc(OC)cc2)cc1,-1%
CCCc1[nH]nc2c1C(c1ccc(OCCN3CCOCC3)c(OC)c1)C(C#N)=C(N)O2 (centres undefined),3%
Cc1c(CN2CCCCC2)c(O)n(CCCO)c(=O)c1C#N,-2%
O=C(OCC(=O)N(C1CCCCC1)C1CCCCC1)c1ccncc1,-2%
COC(=O)c1cc(NC(=O)C23CCC(C)(C(=O)O2)C3(C)C)cc(C(=O)OC)c1 (centres undefined),-1%
CS(=O)(=O)N(CC(=O)NCc1ccc2c(c1)OCO2)c1ccc(Cl)cc1,0%
Cc1cc(S(=O)(=O)NC2CCCCC2)c(C)s1,-5%
CCOC(=O)Cc1csc(NC(=O)COc2ccccc2)n1,-1%
O=C(CCSc1nc(-c2ccco2)cc(C(F)(F)F)n1)NCc1ccccn1,6%
Cn1cnc2c1c(=O)n(Cc1c(Cl)cccc1Cl)c(=O)n2C,-2%
CN(C)CCC(=O)c1ccc2c(c1)OCO2,-2%

# Part of the list above, reformatted.
> COc1cccc(N2C(=O)c3ccncc3C2=O)c1
  AmpC det inh: -4%

> COc1ccc(CNS(=O)(=O)c2ccc(OC)cc2)cc1
  AmpC det inh: -1%

# Later entries:
SMILES,AmpC det inh
O=C(CN1CCN(Cc2ccccc2F)C1=O)NCCN1CCOCC1,12%
O=C(O)C1CCCN(S(=O)(=O)c2cccc3cccnc23)C1 (centres undefined),12%
NC(=O)CN1CCCN(S(=O)(=O)c2ccc(Br)cc2)CC1,11%
CCSc1nnc(NC(=O)c2cc(C)on2)s1,-1%
CCCNC(=O)c1cccc(Cn2nc(C)c(Br)c2C)c1,-4%
CN1CCN(c2ncc3nc(-c4ccccc4)c(=O)n(CCC#N)c3n2)CC1,-3%
CC(Oc1ccc(C(=O)NC2CCCCC2)cc1)C(=O)O (centres undefined),-6%
O=C(CSCc1n[nH]c(=O)[nH]1)NCCOc1cccc(Oc2ccccc2)c1,-4%
CCOC(=O)c1cc(-c2ccccc2)sc1NC(=O)CSc1nnnn1C,-2%
N#Cc1ccc(CN2CC[C@@]3(CCCN(C(=O)c4ccco4)C3)C2)cc1,-3%
O=C1c2ccccc2C(O)N1Cc1ccccc1Cl (centres undefined),3%
CS(=O)(=O)N1CCCC(c2nc(-c3ccc(S(=O)(=O)NCc4ccccc4)cc3)no2)C1 (centres undefined),0%
Cc1ccc(Cn2c(Sc3ncccn3)nc3c2c(=O)[nH]c(=O)n3C)cc1,12%
C[N+](C)(N)Cc1nc(-c2ccc(Cl)cc2)no1,-10%[5.75 µM]
O=C(Cc1ccccc1)NCCSCc1ccco1,-2%
COc1ccc(OCC(=O)NC2CC(C)(C)NC(C)(C)C2)cc1,11%
Fc1ccccc1N1CCN(c2ncnc3[nH]ncc23)CC1,-12%
COCCNC(=O)c1ccccc1-c1nc(-c2ccccc2OC)no1,-1%
Cc1conc1NC(c1cccs1)c1ccc2cccnc2c1O (centres undefined),-10%
CCn1cc(C(=O)OCC(=O)Nc2c(C)n(C)n(-c3ccccc3)c2=O)c(=O)c2ccc(C)nc21,9%
O=S(=O)(NCc1ccco1)c1cccc2cccnc12,-6%
O=C(c1ccco1)N1CCC2(CCN(Cc3nccs3)CC2)CC1,-2%
Cc1ccc(-c2nc(CS(=O)(=O)CC(=O)N3CCCCCC3)c(C)o2)cc1,6%
COC(=O)c1c(C)oc2ccc(NS(=O)(=O)c3cc(OC)ccc3OC)cc12,-6%
COCCn1nnnc1CN(Cc1cc2cc(OC)c(OC)cc2[nH]c1=O)C1CCCC1,1%
Cc1cccc(CC(=O)Nc2cc(=O)n(C)c(=O)n2C)c1,15%
COc1ccc(C2CC(C(F)(F)F)n3nc(C(=O)NCCN4CCOCC4)cc3N2)cc1 (centres undefined),0%
CCNc1oc(COc2cccc(C)c2)nc1C#N,1%
c1coc(CNc2nc(-c3ccncc3)cs2)c1,-4%
CCc1noc(C)c1C(=O)N1CCOCC1,13%
Cc1cc(C)c(C#N)c(SCC(=O)Nc2ccccc2C(N)=O)n1,12%
O=C(NCc1cccs1)C1CCCN(S(=O)(=O)c2cnc[nH]2)C1 (centres undefined),6%
CCOC(=O)C1C(=O)Nc2nc(C)nn2C1c1ccccc1 (centres undefined),-1%
CCCn1c(C)nc2c(NCCO)nc(C)nc21,13%
CNC(=O)[C@@]1(Cc2ccccc2)C=C[C@@H](C)N1C(C)=O,11%
O=C(Nc1ccc(N2CCCC2=O)cc1)c1cccc(F)c1,-5%
CCOc1cc(NC(=O)C2CC2)c(OCC)cc1NC(=O)c1cccnc1,2%
Cc1cc2oc(=O)cc(CN3CCc4ccccc43)c2cc1Cl,-1%
O=C(CN1C(=O)C2CCCN2C(=O)c2ccccc21)Nc1ccccc1-n1cccc1 (centres undefined),7%
CCc1ccccc1N1C(=O)C2CC(C)=C(C)CC2C1=O (centres undefined),-3%
COc1ccc(C)cc1NC(=O)c1ccc(N(C)S(C)(=O)=O)cc1,-5%
COc1ccc(NC(=O)C2CCN(S(=O)(=O)c3ccc(OC)c(OC)c3)CC2)c(OC)c1,-3%
Cc1cc(C)nc(SCC(=O)Nc2cc(C)on2)n1,6%
O=C(CCCCC(=O)N1CCN(c2ccccc2)CC1)N1CCN(c2ccccc2)CC1,-2%
COC(=O)c1sc(NC(=O)COc2ccccc2)nc1C,-3%
CCOc1ccc(-c2cc(C(=O)NCCCN3CCN(CC)CC3)c3ccccc3n2)cc1,-6%
CCCCCCCCCCCCCCCCCC(=O)O[C@H](CC(=O)O)C[N+](C)(C)C,-7%
CC1CN(Cc2nc3c(c(=O)[nH]c(=O)n3C)n2CCCc2ccccc2)CC(C)O1 (centres undefined),-1%
CCOC(=O)c1cccc(NC(=O)CSc2nnc(COc3ccccc3)n2CC)c1,2%
COc1ccc(N2CCN(c3nc(=S)n(-c4ccccc4)c(C)c3C(C)=O)CC2)cc1,-6%
CCn1c(NC(=O)c2cccs2)c(-c2cccs2)c(=O)c2ccccc21,0%
CCOC(=O)N1CCC(N(CCOC)C(=O)Nc2ccc(Cl)c(Cl)c2)CC1,-2%
Cc1cc2nnc(SC(C)C#N)n2c2ccccc12 (centres undefined),4%
COc1ccc2nc(N3CCCC3)[nH]c2c1,-2%
